Screening results from PubChem.
miR-122 sensor – blocks miR-122 activity in Huh7 sensor cells | hit rate 0.3% among 340,000 | AID 602342 | Huh7 miR-122 Renilla luciferase sensor, 48 h; neutral wells = 0, positive control = 100 | activation (reporter increase), % at 12.5 µM;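 active = mean replicate activation score at least 90 and every replicate individually at or above 90; inconclusive = only one of the two criteria met; inactive = neither criterion met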;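 also: higher luciferase means less miR-122 activity so hits act as miR-122 inhibitors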
esBAF inh – SWI/SNF esBAF complex inhibition; mouse ES cells, Bmi1-luciferase knock-in reporter, 24 h; 100% = twice the neutral-well signal; reporter increase, % at 12.5 µM; hit rate 2% among 350,000; AID 602393; in the data active = activation above about 40%; inconclusive = no clear call, values can overlap the other calls;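 also: 0% = median of the plate's neutral control wells and 100% = double that signal; a rise in the Bmi1 reporter signal indicates esBAF inhibition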
Statin myotox sup – suppression of simvastatin myotoxicity | hit rate 0.78% among 330,000 | C2C12 myotubes + simvastatin, ATP luminescence, 48 h; scaled: DMSO 0, geranylgeraniol control 100 | rescue of ATP level, % at 7.49 µM;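 active = mean ATP rescue above about 67%, or every replicate alone reaching that limit, limit read from the data, passing the limit was not always enough; inconclusive = no clear call, values can overlap the other calls; inactive = mean under the limit and some replicate under it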;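 also: myotubes were challenged with 10 µM simvastatin during compound exposure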
SIRT5 inh – sirtuin-5 (human) deacylase inhibition. Q9NXA8. Purified SirT5, succinyl-peptide AMC, trypsin-coupled fluorescence. inhibition, % at 15 µM. hit rate 1.1% among 330,000. AID 652115; in the data active = inhibition above about 15%; inconclusive = no clear call, values can overlap the other calls
Target sequence (Q9NXA8 whole entry, looked up): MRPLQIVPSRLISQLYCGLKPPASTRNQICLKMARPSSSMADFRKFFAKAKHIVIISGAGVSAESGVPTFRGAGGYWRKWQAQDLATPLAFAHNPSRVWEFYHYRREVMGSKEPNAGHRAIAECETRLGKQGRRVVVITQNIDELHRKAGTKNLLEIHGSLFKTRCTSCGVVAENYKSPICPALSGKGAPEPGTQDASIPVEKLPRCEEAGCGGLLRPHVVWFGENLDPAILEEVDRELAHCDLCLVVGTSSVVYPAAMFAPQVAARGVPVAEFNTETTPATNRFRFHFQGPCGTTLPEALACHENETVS
ERp5 inh – inhibitors of human ERp5 | Q15084 | ERp5 insulin aggregation, absorbance 650 nm, 90 min | inhibition, % at 9.99 µM | hit rate 0.05% among 350,000 | AID 651711;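 active = mean replicate inhibition above about 25%, with every replicate also reaching it, limit read from the data, passing the limit was not always enough; inconclusive = only one of those two criteria met; inactive = neither criterion met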
Target sequence (Q15084 whole entry, looked up): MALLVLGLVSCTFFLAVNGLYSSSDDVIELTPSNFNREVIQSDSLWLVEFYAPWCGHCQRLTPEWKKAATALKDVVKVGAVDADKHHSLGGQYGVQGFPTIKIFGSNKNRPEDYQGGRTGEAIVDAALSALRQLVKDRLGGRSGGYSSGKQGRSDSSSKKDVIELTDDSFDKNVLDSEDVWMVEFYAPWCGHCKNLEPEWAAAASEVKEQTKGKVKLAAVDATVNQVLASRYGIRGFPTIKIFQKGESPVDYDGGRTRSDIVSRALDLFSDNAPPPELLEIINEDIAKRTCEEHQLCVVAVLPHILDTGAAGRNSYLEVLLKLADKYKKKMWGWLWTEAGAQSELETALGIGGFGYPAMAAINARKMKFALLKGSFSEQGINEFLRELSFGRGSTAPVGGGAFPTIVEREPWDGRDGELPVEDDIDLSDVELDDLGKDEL
Cneo AK release – causes C. neoformans cell lysis. hit rate 0.2% among 360,000. lysis activity, % at 15 µM. AID 651654. adenylate kinase release luminescence, 4 h; normalised: neutral wells 0, clomiphene wells 100;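 active = mean lysis activity across replicates of at least 80%, whatever share of replicates individually reach that level; inactive = mean lysis activity below 80%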
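Assay system: log-phase C. neoformans yeast / Quantity: yeast cell density of 5 × 10^6 cells/mL / Medium: fresh YPD growth medium / Compound: single dose / Timing: static 4 h at 37 °C with compound, 1 h detection / Measured by: adenylate kinase release luminescence / Read-out: lysis from increased AK signal / Benchmarks: Clomiphene as positive lysis control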
ARNT-TACC3 inh – ARNT/TACC3 interaction disruption; AlphaScreen His-ARNT PAS-B/GST-TACC3 binding, luminescence; TACC3 fragment carries E629A point mutation; inhibition, % at 9.99 µM; hit rate 0.66% among 390,000; AID 623870;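 active = mean inhibition of replicates at least 50% and at least half of replicates each reaching 50%; inconclusive = half or more replicates reach 50% but mean below 50%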;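 also: 0% = complete ARNT plus TACC3 wells and 100% = ARNT alone without TACC3; many hits fall short of the cut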
* = called active by the depositor; ? = inconclusive; / = not tested or not shown; [ ] = remark or other dose.

cpd	Compound	miR-122 sensor	esBAF inh	Statin myotox sup	SIRT5 inh	ERp5 inh	Cneo AK release	ARNT-TACC3 inh
1	COc1ccc(NC(=O)CCOc2ccc(C)cc2)cc1S(=O)(=O)N1CCOCC1	-4	0	6	-2	1	-1	0
2	O=C1NC(=S)NC(=O)C1Nc1ccc(Cl)cc1	4	-6	-7	-3	-1	3	2
3	O=C(O)c1nc(-c2ccccc2)c(C(=O)NC2CC2)[nH]1	-2	0	5	-3	-2	-11	/
4	COc1ccc(NC(=O)N[C@H]2CC[C@H](CCNC(=O)c3cc(Cl)cc(Cl)c3)O[C@H]2CO)cc1	/	-1	-5	0	-5	-3	-17
5	CCC(=O)Nc1ccc2c(c1)C(=O)N(C)C[C@H](OC)[C@@H](C)CN(Cc1ccccc1OC)[C@@H](C)CO2	1[16.7 µM]	1	-3	1	4	-1	-12
6	O=C(CS(=O)(=O)c1cccc(Cl)c1)Nc1ccccc1Cl	5	/	/	/	/	-2	-6
7	CC(C)(C)NC(=O)NC(=O)COC(=O)c1cccc(NS(=O)(=O)c2ccc(F)c(F)c2)c1	/	/	/	-2	2	/	3
8	CCCN1C2CCCC1CC(NC(=O)NC1CCCCC1)C2 (stereo not drawn)	13	17	1	/	/	-2	-1
9	COCC(=O)Nc1ccc2c(c1)OC[C@H](C)N(Cc1cncnc1)C[C@@H](C)[C@@H](OC)CN(C)C2=O	-1[16.7 µM]	-2	-7	/	/	/	/
10	O=C(C1CCCC1)N1C[C@H]2[C@@H](c3ccccc31)[C@H](CO)N2C(=O)Nc1cccc(F)c1	-33[16.7 µM]	6	-7	1	-7	-1	3
11	CN(C)C(=O)c1noc2cc([N+](=O)[O-])ccc12	3	-4	2	/	/	5	-6
12	Cc1ccc(N(CC(=O)NC(C)c2ccccc2)S(=O)(=O)c2c(C)noc2C)cc1 (stereo not drawn)	5	4	-4	-2	3	0	-3
13	O=C1COc2ccc(C(=O)COC(=O)CCSc3ccccc3)cc2N1	0	-4	-9	-3	-4	-4	-23
14	[O-][n+]1cccc(C(O)c2ccccc2)c1 (stereo not drawn)	-2	-6	-18	0	0	-4	0
15	CN(C)Cc1cn(CC[C@@H]2CC[C@H](NC(=O)Nc3ccc4c(c3)OCO4)[C@H](CO)O2)nn1	-12[16.7 µM]	-2	5	-5	-3	7	-15
16	O=C(COc1cccc2ccccc12)N1CCN(c2ccccc2)CC1	-6	1	?	/	/	-6	2
17	CO[C@@H]1CN(C)C(=O)c2ccc(NS(=O)(=O)c3ccc(Cl)cc3)cc2OC[C@H](C)N(C)C[C@@H]1C	-6[16.7 µM]	-3	-3	-1	6	-2	-8
18	C[C@@H]1CCCCO[C@H](CN(C)C)[C@H](C)CN([C@@H](C)CO)C(=O)c2cc(NC(=O)c3ccncc3)ccc2O1	1[16.7 µM]	-2	-17	/	/	/	/
19	CC1CC(C)CN(C(=O)c2cccc(N3C(=O)c4ccccc4C3=O)c2)C1 (stereo not drawn)	-10	-4	1	5	-3	0	-2
20	CC(=O)c1nnn(-c2ccc([N+](=O)[O-])cc2)c1C	/	/	/	-2	7	/	-7

Additional results
cpd	Compound	miR-122 sensor	esBAF inh	Statin myotox sup	SIRT5 inh	ERp5 inh	Cneo AK release	ARNT-TACC3 inh
21	COc1ccccc1N(Cc1ccccc1)S(=O)(=O)c1cccc(C(=O)NC2CC(C)(C)NC(C)(C)C2)c1	/	-8	15	-4	9	/	8
22	Cc1cccc(NS(=O)(=O)c2ccc3[nH]c(=O)oc3c2)c1C	8	-10	6	1	-5	-2	-1
23	CCOC(=O)CC(=O)CSc1nc2cc(C)ccc2cc1C	21	5	3	/	/	0	-5
24	COC(=O)c1[nH]c2ccccc2c1NC(=O)c1c(F)cccc1F	/	-4	-8	-3	4	/	1
25	CCOC(=O)c1c(C)n(C(=O)c2ccco2)c(=O)n1C(=O)c1ccco1	-5	-6	-4	/	/	-5	1
26	CCOC(=O)C1(Cc2ccc(OC)cc2)CCN(S(C)(=O)=O)CC1	/	/	/	5	-2	/	-3
27	O=C(Cc1cccc2ccccc12)NCCOc1ccccc1F	-1	-1	4	-6	-6	10	-4
28	COc1ccc(S(=O)(=O)N2CCN(c3ccc(F)cc3)CC2)cc1C(=O)N1CCOCC1	2	-5	40	-1	-2	1	2
29	CC(C)NC(=O)N(C)C[C@@H]1OCCCC[C@@H](C)Oc2ccc(NS(=O)(=O)c3ccccc3)cc2C(=O)N([C@@H](C)CO)C[C@H]1C	-7[16.7 µM]	9	/	-9	2	-2	-15
30	Cc1cccc2sc(N(CCCN(C)C)C(=O)c3sc4ccccc4c3Cl)nc12	-5	-2	-2	/	/	8	/
31	CC1=Nc2ccccc2/C1=C\c1nc(-c2ccccc2)oc1O	/	4	-6	/	/	-1	0
32	Cc1ccc(S(=O)(=O)N(CC(=O)N2CCC(C)CC2)c2ccccc2)cc1	34	3	1	1	-1	/	3
33	CC(CNC1CCCCC1)OC(=O)c1ccc([N+](=O)[O-])cc1 (stereo not drawn)	/	/	/	-7	3	/	6
34	Cc1ccccc1NC(=O)Cc1nc(CN(C)CC(=O)Nc2cccc(F)c2)cs1	-3	4	5	9	4	2	/
35	CCc1cccc(NC(=O)C2CCN(S(=O)(=O)c3ccc4c(c3)CC(C)N4C(C)=O)CC2)c1 (stereo not drawn)	-4	-9	/	0	3	0	-7
36	NC(=O)C1CCN(C(=O)c2ccc(OCC(=O)Nc3cccc(C(F)(F)F)c3)cc2)CC1	/	6	-10	-1	-1	/	7
37	CN(CC(=O)Nc1cccc(F)c1)C(=O)CCNC(=O)c1ccc(Br)cc1	3	23	2	-1	-7	-10	-6
38	CC(C)(C)c1nnc(NC(=O)NS(=O)(=O)c2ccccc2)s1	12	-12	19	/	/	-1	-12
39	Cc1cc(NC(=O)CCCn2nc(C)c([N+](=O)[O-])c2C)no1	-1	-3	6	0	-1	-2	-2
40	CCCc1nc(N2CCN(C)CC2)c2sc(=S)n(-c3ccccc3)c2n1	-2	-3	7	/	-3	2	6

6 compounds out of the list above, arranged by their value in ERp5 inh, descending:
| No. | mol | miR-122 sensor | esBAF inh | SIRT5 inh | ERp5 inh | ARNT-TACC3 inh |
| --- | --- | --- | --- | --- | --- | --- |
| 34 | Cc1ccccc1NC(=O)Cc1nc(CN(C)CC(=O)Nc2cccc(F)c2)cs1 | -3 | 4 | 9 | 4 | / |
| 33 | CC(CNC1CCCCC1)OC(=O)c1ccc([N+](=O)[O-])cc1 (stereo not drawn) | / | / | -7 | 3 | 6 |
| 29 | CC(C)NC(=O)N(C)C[C@@H]1OCCCC[C@@H](C)Oc2ccc(NS(=O)(=O)c3ccccc3)cc2C(=O)N([C@@H](C)CO)C[C@H]1C | -7[16.7 µM] | 9 | -9 | 2 | -15 |
| 32 | Cc1ccc(S(=O)(=O)N(CC(=O)N2CCC(C)CC2)c2ccccc2)cc1 | 34 | 3 | 1 | -1 | 3 |
| 26 | CCOC(=O)C1(Cc2ccc(OC)cc2)CCN(S(C)(=O)=O)CC1 | / | / | 5 | -2 | -3 |
| 27 | O=C(Cc1cccc2ccccc12)NCCOc1ccccc1F | -1 | -1 | -6 | -6 | -4 |

Remaining list, next part
cpd	Compound	miR-122 sensor	esBAF inh	Statin myotox sup	SIRT5 inh	ERp5 inh	Cneo AK release	ARNT-TACC3 inh
41	CC(C)Oc1ccc(C(CC(=O)NCCCN(C)C)c2ccc(F)cc2)cc1 (stereo not drawn)	/	/	/	-3	0	/	2
42	Nc1c(Cl)ncnc1N/N=C/c1ccnc2ccccc12	0	23	16	/	/	-1	1
43	CCOc1ccc(CN2CCNC(=O)C2CC(=O)NCC2CCOCC2)cc1 (stereo not drawn)	/	/	/	-1	-13	-9	-1
44	CC1(C)CC2CC(C)(CN2S(=O)(=O)c2ccccc2[N+](=O)[O-])C1 (stereo not drawn)	/	-3	-6	-2	1	-1	-1
45	O=S(=O)(c1cccc(Cl)c1)N1CCC(c2nc3ccccc3[nH]2)CC1	-3	-10	-51	-1	-1	-2	-18
46	CC(C)C#Cc1ccc2c(c1)O[C@H](CN(C)C(=O)C1CC1)[C@H](C)CN([C@@H](C)CO)S2(=O)=O	-24[16.7 µM]	6	9	-1	-2	-2	0
47	CCCNC(=O)N1C[C@H](O)COC[C@@H]2O[C@H](CC(=O)OC)CC[C@H]21	-2[16.7 µM]	-6	7	-4	2	-1	-6
48	c1ccn2cc(-c3ccc4c(c3)OCCO4)nc2c1	/	/	/	-24	0	/	4
49	CNC[C@@H]1Oc2c(NC(=O)c3ccc(-c4nccs4)cc3)cccc2C(=O)N([C@@H](C)CO)C[C@H]1C	-4[16.7 µM]	2	6	/	-2	0	/
50	C[C@H](CO)N1C[C@H](C)[C@@H](CN(C)S(C)(=O)=O)Oc2c(NC(=O)c3cnccn3)cccc2C1=O	-7[16.7 µM]	-6	17	3	-4	-2	-8
51	COc1ccc(S(=O)(=O)N(C)C[C@H]2Oc3c(NC(=O)C4CC4)cccc3C(=O)N([C@@H](C)CO)C[C@@H]2C)cc1	-4[16.7 µM]	-1	-4	-1	1	-3	-5
52	Cc1c(CCO)c(=O)[nH]n1S(=O)(=O)c1ccc(Cl)cc1Cl	/	-6	-1	-1	-3	-1	2
53	Cc1noc(C)c1S(=O)(=O)N(CC(=O)N1CCCC1)c1ccc(C(C)C)cc1	11	-8	-2	/	3	-1	-12
54	C[C@@H]1CN([C@H](C)CO)C(=O)Cc2cc(NC(=O)C3CCCCC3)ccc2O[C@H]1CN(C)CC1CCCCC1	-1[16.7 µM]	-1	28	6	-5	2	-5
55	COc1ccc(OC)c(-c2csc(NC(=O)COC(=O)C3CCC3)n2)c1	8	-5	7	7	-2	-2	/
56	Cc1ccc(Cl)cc1-c1cc(C(=O)N2CCN(c3ccncc3)CC2)[nH]n1	-3	-3	2	-7	1	-2	/
57	CC(C)NC(=O)Nc1ccc2c(c1)CC(=O)N([C@H](C)CO)C[C@H](C)[C@H](CN(C)S(=O)(=O)c1ccccc1)O2	-6[16.7 µM]	-4	-14	5	1	4	12
58	COCCNC(=O)c1c[nH]c2ccc(S(=O)(=O)Nc3ccccc3F)cc2c1=O	1	-4	7	2	0	6	-1
59	Cc1ccccc1OCC(=O)N(Cc1nnc(-c2ccc(Cl)cc2)o1)C(C)C	10	9	-9	-4	0	1	-11
60	COC(=O)c1ccc(CSCC(=O)Nc2cc(OC)cc(OC)c2)o1	15	-12	-25	/	/	-1	-10

Among those listed so far, these contain an aryl thioether with sulfur outside any ring:
cpd	Compound	miR-122 sensor	esBAF inh	Statin myotox sup	SIRT5 inh	ERp5 inh	Cneo AK release	ARNT-TACC3 inh
13	O=C1COc2ccc(C(=O)COC(=O)CCSc3ccccc3)cc2N1	0	-4	-9	-3	-4	-4	-23
23	CCOC(=O)CC(=O)CSc1nc2cc(C)ccc2cc1C	21	5	3	/	/	0	-5

Next entries follow.
cpd	Compound	miR-122 sensor	esBAF inh	Statin myotox sup	SIRT5 inh	ERp5 inh	Cneo AK release	ARNT-TACC3 inh
61	C[C@@H]1CCCCO[C@@H](CN(C)S(=O)(=O)c2ccccc2)[C@@H](C)CN([C@@H](C)CO)C(=O)c2cc(NS(C)(=O)=O)ccc2O1	-3[16.7 µM]	3	-13	1	-7	0	-7
62	Cc1cccc(/C=C/C(=O)c2ccc(NC3=NCCCS3)cc2)c1	/	/	/	-3	1	/	8
63	Cc1ccc(S(=O)(=O)N2CCC[C@H]2C(=O)Nc2ccc(F)cc2C)cc1	7	11	17	-4	-1	-1	-9
64	CCN(CC)C1CCN(C(=O)CCn2nnnc2CN2CCOCC2)C1 (stereo not drawn)	/	-1	-1	-4	2	4	/
65	Cc1cccc(OCC(=O)N2CCC(N3CCCCCC3)CC2)c1	7	-6	11	/	/	2	-3
